Tau fibril ThT: inhibitors of human tau fibril formation, thioflavin T binding. Potency, µM (titrated, usually from 57.4 µM), for inactives: at the highest dose activity, negative = inhibition, most hits filed as inhibitors. 270,000 tested, 2.1% active. recombinant tau K18 P301L, heparin-induced fibrillization, ThT fluorescence. P10636; note: nearly all actives have a fitted effect of over 55% in size
Target sequence (P10636 561-689 P618L limits assumed): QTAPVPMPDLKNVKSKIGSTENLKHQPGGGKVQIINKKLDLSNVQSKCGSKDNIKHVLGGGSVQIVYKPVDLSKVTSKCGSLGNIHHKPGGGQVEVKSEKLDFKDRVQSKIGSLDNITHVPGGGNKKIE
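Using a mix of unlabeled (15 uM) and Alexa 594-labeled (0.24 uM) tau K18 P301L, heparin-triggered fibrillization over 6 hr at 37 C was scored by ThT fluorescence.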
Tau fluor cs: counter-screen for tau fibril formation inhibitors. AID 1463. 280,000 tested, 0.93% active. Potency, µM (doses to about 57.7 µM), for the others: at the highest dose activity change, negative = decrease. tau K18 P301L Alexa594 fluorescence, heparin fibrillization; note: nearly all actives have a fitted effect of over 55% in size
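Human tau K18 P301L (15 uM unlabeled, 0.24 uM Alexa 594-labeled) in 100 mM sodium acetate pH 7 with 20 uM heparin, 6 hr at 37 C. ThT 30 uM added, 1 hr ambient; Alexa 594 FP and total fluorescence read at 555/632 nm.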
L3MBTL1 inh: L3MBTL1 (human) inhibition. 230,000 tested, 0.66% active. Q9Y468. AID 485360. AlphaScreen L3MBTL1–H3K9me1 peptide binding. Potency, µM (top dose mostly 57.1 µM), without a hit: at the top dose activity, negative = inhibition, usual class: inhibitors; note: nearly all actives have a fitted effect of over 60% in size
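AlphaScreen assay: L3MBTL1 (50 nM final) was preincubated 30 min at room temperature with biotinylated H3(1-15)K9me1 peptide (75 nM final), then 30 min with library compounds; streptavidin donor and nickel chelate acceptor beads (10 ug/mL final) added, 30 min dark.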
TR SRC2 fluor cs: Texas Red fluorescence interference in TRb-SRC2 counter-screen; AID 1479; TRb/SRC2 Texas Red total fluorescence interference; Potency, µM (highest dose often 106 µM), without a hit: top-dose fluorescence change, negative = quenching; 280,000 tested, 0.29% active; active = well fitted curve in either direction with a large enough effect; inconclusive = small, poorly fitted or top-dose-only effect
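Human TRb ligand-binding domain at 0.6 uM with 20 nM Texas Red SRC2 peptide in Tris buffer containing 1 uM T3 and 5% DMSO, incubated with compound 5 h at ambient temperature. Total fluorescence (555/632 nm) calculated as parallel + 2 × perpendicular.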
TRb SRC2 PPI: inhibitors of human thyroid hormone receptor beta-SRC2 interaction; P10828; TRbeta-SRC2 peptide binding, fluorescence polarization; receptor liganded with 1 µM T3; Potency, µM (highest dose often 106 µM), inactives show top-dose activity change, negative = inhibition, actives largely listed as inhibitors; 280,000 tested, 0.065% active;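 note: plate controls were bound peptide for no effect and peptide without receptor for full effect; nearly all actives have a fitted effect of over 50% in size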
Target sequence (P10828 whole entry, looked up): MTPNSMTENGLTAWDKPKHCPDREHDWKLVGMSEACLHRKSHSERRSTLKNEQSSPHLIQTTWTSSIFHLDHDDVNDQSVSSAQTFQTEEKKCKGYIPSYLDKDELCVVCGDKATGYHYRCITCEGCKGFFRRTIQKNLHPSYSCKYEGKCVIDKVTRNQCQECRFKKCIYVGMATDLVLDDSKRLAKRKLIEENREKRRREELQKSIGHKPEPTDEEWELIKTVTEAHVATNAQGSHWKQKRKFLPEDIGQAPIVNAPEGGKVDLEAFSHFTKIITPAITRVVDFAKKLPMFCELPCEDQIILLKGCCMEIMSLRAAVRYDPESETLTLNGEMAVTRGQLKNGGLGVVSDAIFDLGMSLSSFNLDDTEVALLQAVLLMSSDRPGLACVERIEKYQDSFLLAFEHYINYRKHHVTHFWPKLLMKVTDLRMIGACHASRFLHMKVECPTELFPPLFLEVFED
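Polarization signal, normalized between peptide-alone and full complex controls, measured compound effects on T3-liganded human TRb LBD (0.6 uM) binding 20 nM Texas Red SRC2 peptide after 5 hr.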
ALDH1A1 block: inhibitors of human aldehyde dehydrogenase 1A1; P00352; Potency, µM (top dose mostly 75.3 µM), without a hit: at the top dose activity, negative = inhibition, most hits filed as inhibitors; Purified ALDH1A1, NADH fluorescence, propionaldehyde substrate; AID 1030; 220,000 tested, 7.3% active; active = well fitted inhibition curve with a large enough effect, not every such curve was filed as active; inconclusive = small, poorly fitted or top-dose-only effect, or another doubt; inactive = no such curve, though single readings can be large or run the other way;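 note: plate controls were no enzyme wells and a reference inhibitor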
aGal spleen mod: alpha-galactosidase A (human) modulation; Potency, µM (top dose mostly 80 µM), without a hit: at the highest dose activity change, negative = inhibition, most hits filed as inhibitors; AID 2107; human spleen homogenate, 4MU-alpha-Gal fluorescence, 40 min; 240,000 tested, 0.008% active;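 note: 0% = enzyme with vehicle and -100% = no enzyme basal signal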
Target sequence (P06280 32-429 limits assumed): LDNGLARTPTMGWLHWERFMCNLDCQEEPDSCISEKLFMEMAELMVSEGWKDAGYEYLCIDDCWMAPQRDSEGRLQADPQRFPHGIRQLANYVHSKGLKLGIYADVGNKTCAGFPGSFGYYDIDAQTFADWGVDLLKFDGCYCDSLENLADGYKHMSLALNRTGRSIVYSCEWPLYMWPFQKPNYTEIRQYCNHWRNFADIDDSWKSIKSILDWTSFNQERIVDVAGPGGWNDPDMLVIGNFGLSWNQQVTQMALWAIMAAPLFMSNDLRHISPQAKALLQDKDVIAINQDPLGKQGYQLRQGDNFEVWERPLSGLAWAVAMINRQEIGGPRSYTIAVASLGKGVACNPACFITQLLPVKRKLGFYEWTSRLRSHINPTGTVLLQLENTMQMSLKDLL
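Inhibition or activation of alpha-galactosidase in human spleen homogenate is scored by 4-MU fluorescence after 40 min at 37C, pH 5.0, with 1 mM substrate. AC50s come from concentration-response fitted to the Hill equation.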
Tau fibril FP: tau fibrillization inhibition (FP); Potency, µM (titrated, usually from 57.7 µM), for the others: at the top dose activity, negative = inhibition, usual class: inhibitors; K18 P301L tau heparin fibrillization, Alexa594 FP, 6 h; 280,000 tested, 0.39% active; P10636; note: nearly all actives have a fitted effect of over 55% in size
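Heparin (20 uM) drove fibril formation of recombinant tau K18 P301L, 15 uM unlabeled with 0.24 uM Alexa 594 label, for 6 hr at 37 C in 100 mM sodium acetate pH 7. Fluorescence polarization (555/632 nm) read 1 hr after 30 uM ThT.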
Starred values were filed as active, the others as inactive; i = inactive; ? = inconclusive; . = not tested or not shown; [ ] = another dose, or the depositor's remark. Unless noted, calls come from the whole dose curve; as a rule, active = well fitted curve in the direction sought with a large enough effect; inconclusive = small, poorly fitted or top-dose-only effect, or another doubt; inactive = no such curve, though single readings can be large; an effect the other way counts as inactive or inconclusive. Unless noted, % is set by controls: 0 for no effect and ±100 for the full control effect; potency is the fitted concentration of half-maximal effect.

molecule	L3MBTL1 inh	TR SRC2 fluor cs	Tau fibril FP	Tau fluor cs	ALDH1A1 block	TRb SRC2 PPI	aGal spleen mod	Tau fibril ThT
Cc1cccc(NS(=O)(=O)Cc2ccccc2)n1	2%	0%	5%	2%	?	3%	3%	-4%
Cc1cc(=S)n(-c2ccccc2)n1C	.	-3%	-1%	-3%	3%	-5%	2%	-13%
CCOC(=O)c1c(NC(=O)c2cc(OC)c(OC)c(OC)c2)sc2c1CCCC2	.	6%	-1%	-3%	.	-6%	.	1%
COc1ccc(C(=O)C2CCCN(Cc3cccn3-c3ccccn3)C2)c(OC)c1 (stereo not given)	-14%	-3%	7%	16%	5%	10%	-1%	-12%
CC(=O)/C(=C/N(C)C)Sc1ccc(C)cc1	.	2%	-2%	-5%	3%	-3%	10%	-14%
O=C(O)CCc1ccc(-c2ccc(F)cc2)n1CC(=O)O	-15%	0%	11%	-1%	?	-17%	2%	-14%
Cc1nc(-c2cccnc2)sc1C(=O)Nc1ccc(C(F)(F)F)cc1	-4%	-2%	?	?	1%	-9%	-3%	?
CCOC(=O)c1cccc(NC(=O)Cn2nc3c(cc2=O)CCCC3)c1	.	-3%	6%	0%	.	4%	.	2%
O=C(Nc1ccc(-c2nnc3n2CCCCC3)cc1)c1ccco1	2%	-1%	-2%	-3%	?	0%	2%	-3%
COc1ccc(N2C(=O)CS(=O)(=O)C23C(=O)N(Cc2ccc(C)cc2)c2ccccc23)cc1Cl (stereo not given)	.	-1%	?	-13%	.	7%	.	-11%
Cc1cc2c(cc1S(=O)(=O)CCC(=O)NCc1ccccc1)OCC(=O)N2	3%	-12%	-5%	-22%	.	6%	.	4%
CCCOC(=O)C1=C(C)NC2=C(C(=O)C(C(=O)OC)C(C)C2)C1c1ccc(N(C)C)cc1 (stereo not given)	-13%	-2%	21%	-20%	?	-1%	-1%	-5%
CCCSc1nnc(N2C(=O)CC(c3ccsc3)C3=C2CCCC3=O)s1 (stereo not given)	?	1%	-1%	-9%	-9%	2%	1%	-6%
O=S(=O)(NN=C1CCCCC1)c1ccccc1	-12%	-2%	3%	-3%	-1%	-9%	7%	-6%
COc1ccccc1NC(=O)c1cc(OC)c(OC)cc1[N+](=O)[O-]	.	-1%	-1%	2%	8%	-4%	-3%	-1%
O=C(COC(=O)c1ccccc1NC(=O)c1ccco1)Nc1ncc(Cl)cc1Cl	.	-1%	-2%	-22%	?	5%	?	-16%
COC(=O)c1ccc2nc(Nc3nc4ccc(F)cc4s3)sc2c1	11%	-5%	-7%	?	i	11%	-1%	?
C=C(C)c1cccc(C(C)(C)NC(=O)N2CCC(C(N)=O)CC2)c1	12%	2%	-1%	1%	5%	4%	-2%	-2%
COc1cccc(C(=O)/C=C/Nc2ccc(S(=O)(=O)Nc3onc(C)c3C)cc2)c1	4%	-10%	4%	-13%	?	7%	-2%	?
COc1ccc(NC(=O)CSc2nc(-c3ccccc3)cc(-c3cc(OC)c(OC)c(OC)c3)c2C#N)c(OC)c1	.	?	-10%	-20%	.	-6%	.	-7%

Shown field by field: entries from further up
O=C(Nc1ccc(-c2nnc3n2CCCCC3)cc1)c1ccco1
  L3MBTL1 inh = 2% | TR SRC2 fluor cs = -1% | Tau fibril FP = -2% | Tau fluor cs = -3% | ALDH1A1 block = ? | TRb SRC2 PPI = 0% | aGal spleen mod = 2% | Tau fibril ThT = -3%
COc1ccc(N2C(=O)CS(=O)(=O)C23C(=O)N(Cc2ccc(C)cc2)c2ccccc23)cc1Cl (stereo not given)
  L3MBTL1 inh = . | TR SRC2 fluor cs = -1% | Tau fibril FP = ? | Tau fluor cs = -13% | ALDH1A1 block = . | TRb SRC2 PPI = 7% | aGal spleen mod = . | Tau fibril ThT = -11%

Next section.
molecule	L3MBTL1 inh	TR SRC2 fluor cs	Tau fibril FP	Tau fluor cs	ALDH1A1 block	TRb SRC2 PPI	aGal spleen mod	Tau fibril ThT
CC(C)c1nc2ccc(C(=O)Nc3ccccc3F)cc2o1	.	2%	-1%	0%	.	4%	.	-6%
Cc1ccc(N2CCN(/N=C/C(Cl)=C/c3ccccc3)CC2)cc1	-4%	-4%	10%	-10%	5%	-1%	-5%	?
COc1ccc(Cl)cc1NC(=S)NCCc1c[nH]c2ccccc12	-18%	-1%	5%	22µM*[quencher]	-1%	4%	-3%	?
O=C(CN1CCN(C(=O)C2COc3ccccc3O2)CC1)Nc1ccccc1 (stereo not given)	7%	-2%	-4%	0%	-9%	3%	11%	0%
CCSc1nnc([C@H](C)NC(=O)OC(C)(C)C)o1	1%	-3%	-7%	0%	2%	2%	-2%	-7%
C=C1c2cc(C)ccc2NC(=O)N1c1ccc(C)cc1	.	-4%	-2%	-10%	?	-4%	17%	-17%
CCC(CC)C(=O)Nc1cc(OC)c(OC)cc1C(=O)O	-2%[11.4 µM]	-1%	3%	3%	-2%	-15%	5%	-2%
CCOc1ccc(C(=O)NCC2(c3ccccc3)CCOCC2)cc1	-15%	-1%	-3%	-10%	-6%	-4%	3%	-9%
Cc1c(C(=O)NCc2ccccn2)sc2nc(-c3ccccc3)cn12	-8%	-8%	-5%	-9%	6%	-2%	-1%	-18%
Cc1ccc(-c2nc3sc(CCNS(=O)(=O)c4cc(F)ccc4F)c(C)n3n2)cc1	.	-1%	-3%	-25%	.	-5%	.	3%
Cn1c(=O)n(CC(=O)O)c(=O)c2c1nc1n2CCCN1c1ccc(Cl)cc1	.	-1%	4%	-7%	.	-2%	.	-3%
Cc1ccc(S(=O)(=O)c2cn(CC(=O)Nc3ccc4c(c3)OCO4)c3ccc(F)cc3c2=O)cc1	.	-1%	0%	?	.	7%	.	-10%
Cn1c(=O)n(C)c2cc(NS(=O)(=O)c3cccs3)ccc21	.	-2%	0%	2%	-14%	-12%	2%	-4%
COC(=O)C(NS(C)(=O)=O)(c1c(C)[nH]c2ccccc12)C(F)(F)F (stereo not given)	0%	0%	4%	-8%	0%	-1%	-2%	-13%
Cc1csc2nc(COC(=O)c3ccc(NC(=O)COc4ccccc4F)cc3)cc(=O)n12	.	0%	-13%	-29%	.	5%	.	-5%
CC(=O)c1cccc(NC(=S)NC(=O)Cc2ccccc2)c1	0%	1%	0%	-27%	?	9%	-12%	-9%
Cc1ccc(N(CC(=O)N2CCCCC2)S(=O)(=O)c2ccc(C)cc2)cc1	9%	0%	9%	-1%	?	5%	-1%	-6%
COc1ccc(/C=N/NC(=O)c2ccco2)cc1Cn1nc(C)c([N+](=O)[O-])c1C	.	0%	-3%	-4%	2%	4%	12%	-8%
CCCCCC1C/C(=N\O)C=C(C)C1C(=O)OC (stereo not given)	0%	-1%	6%	-11%	.	-4%	0%	-7%
CCC(=O)Nc1ccc(C(=O)n2nc(C)cc2C)cc1	3%	1%	7%	9%	7%	-16%	1%	-2%

(listing goes on)
molecule	L3MBTL1 inh	TR SRC2 fluor cs	Tau fibril FP	Tau fluor cs	ALDH1A1 block	TRb SRC2 PPI	aGal spleen mod	Tau fibril ThT
N#Cc1cn(CCOc2ccccc2F)c2ccccc12	38%[activator]	2%	?	?	?	-1%	2%	-8%
O=C(C1=C[C@H](c2coc3ccccc3c2=O)C[C@H](OCCCCO)O1)N1CCOCC1	11%	-1%	3%	0%	6%	1%	-12%	-9%
CCOC(=O)c1c(C)c(C(=O)NCc2cccs2)c(C)n1C	-4%	1%	2%	-5%	?	14%	-5%	-7%
O=[N+]([O-])c1cc(-c2cnc3ccccc3n2)ccc1Oc1ccc(Cl)cc1	-6%	-2%	-2%	?	?	2%	5%	?
COc1ccc(N2CCN(C(=O)c3sc4nc5n(c(=O)c4c3C)CCC5)CC2)cc1	.	2%	-3%	-13%	.	-12%	.	-13%
COc1ccccc1CNS(=O)(=O)c1c(C)nc2scc(C)n2c1=O	.	-1%	2%	-2%	.	6%	.	0%
COc1cccc2cc(-c3ccnc(N)n3)oc12	.	-3%	5%	-8%	?	-8%	21%	-15%
Cc1ccc(S(=O)(=O)Nc2nc3ccccc3s2)cc1	.	0%	3%	-12%	-3%	10%	9%	-8%
CC(=O)Cc1nsc(NC(=O)c2ccc(Br)o2)n1	9%	-3%	5%	8%	-1%	-11%	4%	3%
CC(C)C(NC(=O)c1cccs1)c1nnc(SCC(=O)Nc2nccs2)n1C (stereo not given)	4%	1%	3%	5%	2%	-11%	-9%	0%
COc1ccc(NC(=O)c2c(C)cc(=O)oc2C)c(OC)c1	-10%[11.4 µM]	-1%	-5%	-9%	12%	-10%	4%	-4%
c1ccc2c(c1)NC(CN1CCOCC1)CO2 (stereo not given)	0%	2%	7%	3%	8%	2%	12%	1%
O=C(CNc1ccccc1)Nc1ccc(F)cc1	21%	-1%	11%	-26%	14µM*	-23%	10%	-9%
O=C(C1CCN(S(=O)(=O)c2cccc3nsnc23)CC1)N1CCc2ccccc21	-10%	-3%	2%	-23%	5%	-3%	-19%	?
O=C(O)C1CC=CCC1C(=O)Nc1ccc(N2CCN(Cc3ccccc3)CC2)cc1 (stereo not given)	-1%	0%	1%	-11%	?	0%	-1%	?
COCCOCCOCCC(=O)NC1CC2CCC1(C)C2(C)C (stereo not given)	5%	-1%	0%	-5%	5%	7%	9%	-5%
CC(C)CCN1CC(C(=O)NCc2ccc(F)cc2)CC1=O (stereo not given)	-8%	-7%	0%	-1%	?	-11%	-3%	-6%
COc1ccc(C(=O)NNC(=O)C(=O)Nc2ccc(C)c(Cl)c2)cc1	52%[activator]	0%	-7%	1%	-4%	-7%	-3%	?
CC(C)n1cc(C(=O)c2cc(Br)ccc2O)cc(C#N)c1=O	.	-3%	13%	0%	?	-6%	4%	2%
CCc1ccccc1NC(=O)Cn1nnc(-c2cccs2)n1	-6%	2%	1%	-2%	0%	-12%	-4%	-6%
Cc1ccc(-n2ncc(C(=O)Nc3ccc4c(c3)OCCO4)c2C2CCN(C(=O)OC(C)(C)C)CC2)cc1C	.	-4%	8%	?	.	-4%	.	-17%
CC(C)(C)C(=O)/C(=C/c1ccncc1)n1cncn1	3%	1%	-12%	-5%	6%	-1%	6%	?
